Vif-A3F inh – blocks the Vif interaction with APOBEC3F. Potency, µM (top dose mostly 46.1 µM), for the others: top-dose activity, negative = active. actives 0.2% (n = 390,000). HeLa A3F-eYFP + Vif (tagged APOBEC3F with the HIV-1 protein that degrades it), YFP fluorescence increase; also: potency is read from the fitted curve at half-maximal effect; % of control where 0% means no effect; nearly all actives have a fitted effect of over 65% in size
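HeLa cells stably expressing Vif plus C-terminally eYFP-tagged A3F were seeded, incubated overnight at 37 deg C, dosed with compound, incubated overnight again at 37 deg C. Yellow fluorescence (Ex 488/Em 500-530) reported blocked Vif-mediated A3F-eYFP degradation.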
D2 potentiator – positive allosteric modulators of human D2 dopamine receptor; P14416; HEK293 T-REx D2, calcium flux, EC20 dopamine potentiation; potentiation, % at 10 µM; actives 0.34% (n = 340,000); AID 485347;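 active = potentiation over 3 SD above the plate norm, cut at about 30% in these data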; also: 0% is about no effect
Target sequence (P14416 whole entry, looked up): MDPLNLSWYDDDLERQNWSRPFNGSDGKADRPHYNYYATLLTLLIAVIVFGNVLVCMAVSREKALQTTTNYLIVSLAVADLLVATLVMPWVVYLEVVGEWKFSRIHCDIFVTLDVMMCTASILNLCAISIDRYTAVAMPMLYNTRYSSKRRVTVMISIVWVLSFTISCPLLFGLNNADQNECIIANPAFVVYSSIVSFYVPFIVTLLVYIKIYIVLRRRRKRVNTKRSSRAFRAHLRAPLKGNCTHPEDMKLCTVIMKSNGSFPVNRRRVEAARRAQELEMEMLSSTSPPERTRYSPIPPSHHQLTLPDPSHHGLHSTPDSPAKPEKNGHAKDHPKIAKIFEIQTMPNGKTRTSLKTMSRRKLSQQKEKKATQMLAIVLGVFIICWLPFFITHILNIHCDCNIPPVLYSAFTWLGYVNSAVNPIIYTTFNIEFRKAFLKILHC
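Using a no-wash calcium dye in inducible, force-coupled HEK293 Trex cells expressing D2, we tracked fluorescence each second for 180 s after compound, then for 180 s after EC20 dopamine to detect augmented signalling.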
D1 ag – agonists of human D1 dopamine receptor; HEK293 T-REx D1 cells, calcium flux, agonist mode; actives 1% (n = 360,000); activation, % at 2 µM; in the data active = activation above about 30%; also: 0% is about no effect
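Inducible HEK293 T-REx D1 cells, force-coupled to calcium signalling, were plated at 4000 cells/well with tetracycline and held overnight at 30 C. After no-wash calcium dye loading, compound-evoked calcium rise over 180 s flagged agonists.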
Glioma ERSR ind – inducers of ER stress response in human glioma cells. U87-MG GRP78 promoter luciferase reporter, 16 h. actives 0.02% (n = 420,000). Potency, µM, without a hit: top-dose activation, usual class: activators; also: potency is read from the fitted curve at half-maximal effect; series mostly up to about 76 µM; % of control where 0% means no effect; nearly all actives have a fitted effect of over 35% in size
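ERSR induction read as luciferase luminescence (Bright-Glo, 10 min at room temperature) in stably transfected human U87-MG glioma cells exposed to compounds for 16 h, using GRP78 as sensor.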
LDHA block – blocks human lactate dehydrogenase A; P00338; purified LDHA, NADH/diaphorase-resazurin fluorescence; active compounds read low; actives 0.15% (n = 480,000); activity change, % (values are at about 110 or 230 µM); in the data active = activity change below about -30%; inconclusive = mostly about -25% to -30%;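 also: plate controls were DMSO wells for no effect and wells without enzyme for full effect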
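Resorufin fluorescence (ex540/em590), read at 0 and 20 min after diaphorase/resazurin addition, reports the NADH left after a 5 min room-temperature reaction of 2 nM human LDH5 with 0.06 mM NADH and 0.2 mM pyruvate.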
Vif-APOBEC3G blk – blocks the Vif interaction with human APOBEC3G | Potency, µM (top dose mostly 46.1 µM), inactives show top-dose activity, negative = active, usual class: inhibitors | Q9HC16 | actives 0.076% (n = 410,000) | HeLa A3G-eYFP + Vif (tagged APOBEC3G with the HIV-1 protein that degrades it), YFP fluorescence, overnight;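 also: potency is read from the fitted curve at half-maximal effect; % is scaled to controls: 0 for no effect and ±100 for the full control effect; nearly all actives have a fitted effect of over 60% in size; hits raise eYFP signal because A3G escapes Vif-driven loss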
Target sequence (Q9HC16 whole entry, looked up): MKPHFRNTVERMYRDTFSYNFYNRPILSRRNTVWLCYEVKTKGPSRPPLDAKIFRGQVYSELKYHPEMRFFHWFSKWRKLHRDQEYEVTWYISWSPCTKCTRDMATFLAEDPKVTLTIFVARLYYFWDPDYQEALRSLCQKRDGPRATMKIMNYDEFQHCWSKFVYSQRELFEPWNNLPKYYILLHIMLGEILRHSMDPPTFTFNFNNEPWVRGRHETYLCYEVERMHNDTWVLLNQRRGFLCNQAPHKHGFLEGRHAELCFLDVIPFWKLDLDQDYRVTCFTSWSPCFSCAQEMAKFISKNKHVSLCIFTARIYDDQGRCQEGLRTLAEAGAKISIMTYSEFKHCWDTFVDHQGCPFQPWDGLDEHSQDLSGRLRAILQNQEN
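Read-out is eYFP fluorescence (Ex 488/Em 500-530) from Vif-expressing HeLa A3G-eYFP cells; more signal means A3G escaped Vif-mediated degradation. Cells plated overnight, compound pinned in, incubated overnight at 37 deg C.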
RXFP1 ag – activates the human relaxin receptor RXFP1; AID 2676; HEK293T-RXFP1 cAMP TR-FRET, 30 min; response scale: percent of porcine relaxin response, buffer zero; actives 0.3% (n = 370,000); Potency, µM (doses to about 57.5 µM), without a hit: at the highest dose activation, usual class: activators; also: potency is read from the fitted curve at half-maximal effect; % is scaled to controls: 0 for no effect and ±100 for the full control effect; nearly all actives have a fitted effect of over 60% in size; many of its hits are not listed in these tables
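Agonist response is measured as cAMP accumulation in an RXFP1-transfected HEK293T line under PDE4 inhibition. Values are scaled between buffer-only and 29 nM porcine relaxin, and EC50s come from standard Hill equation fits.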
D1 PAM – human D1 dopamine receptor positive modulation; P21728; HEK293 TREx D1 cells, calcium flux, dopamine EC20 potentiation; potentiation, % at 10 µM; actives 0.036% (n = 360,000); in the data active = potentiation above about 30%; also: 0% is about no effect
D1 antagonist – human D1 dopamine receptor antagonism; P21728; HEK293 TREx D1 cells, calcium flux, dopamine EC80; active compounds read low; activity change, negative = inhibition, % at 10 µM; actives 3.2% (n = 360,000); in the data active = activity change below about -30%; also: % is scaled to controls: 0 for no effect and ±100 for the full control effect
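Antagonism measured as reduced calcium response to an EC80 dopamine addition following 180 s compound pre-read; cells were inducible HEK293 Trex D1 plated overnight at 30 C, read kinetically at 1 cycle/sec.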
An asterisk follows results filed as active; & = joins results of further samples. Unless noted, calls follow the shape of the dose curve; as a rule, active = well fitted curve in the direction sought with a large enough effect; inconclusive = small, poorly fitted or top-dose-only effect, or another doubt; inactive = no such curve, though single readings can be large; an effect the other way counts as inactive or inconclusive. These rows are one share of the data; the hit share may differ from the screen's.

`O=C1OC(c2ccccc2)(c2ccc3cc(O)ccc3c2)c2ccccc21` (stereo not given) gave Vif-A3F inh -1%, Glioma ERSR ind -15%, LDHA block 9 and Vif-APOBEC3G blk -10%.
`O=C(CSc1ccc(-c2cccs2)nn1)N1CCCCC1` gave Vif-A3F inh 2%, D1 ag 2, Glioma ERSR ind -4%, LDHA block -6, Vif-APOBEC3G blk 0%, RXFP1 ag 1.8%, D1 PAM -8 and D1 antagonist 10.
`COc1ccc(OC)c(NC(=O)COCc2cc(-c3ccco3)on2)c1` gave Vif-A3F inh 0%, D2 potentiator -6, D1 ag 0, Glioma ERSR ind 16%, LDHA block 0, Vif-APOBEC3G blk 1%, RXFP1 ag 0.3%, D1 PAM -1 and D1 antagonist -5.
`CC(C)(C)OC(=O)NCCCCCNC(=O)c1nc[nH]c1C(=O)NCc1ccc(CNC(=O)OC(C)(C)C)cc1` gave Vif-A3F inh -4%, Glioma ERSR ind -7%, LDHA block 3 and Vif-APOBEC3G blk -20%.
For CCOC(=O)c1ccc(N2C(=O)c3n[nH]c(-c4cccs4)c3C2c2ccc(O)c(OC)c2)cc1 (stereo not given) the results were Vif-A3F inh 6%, D2 potentiator -20, D1 ag 1, Glioma ERSR ind -10%, LDHA block 2, Vif-APOBEC3G blk -10%, RXFP1 ag 2.2%, D1 PAM -3 and D1 antagonist -22.
COc1ccc(C(=O)Nn2c(SCC(=O)c3ccccc3)nc3ccccc3c2=O)cc1 was read as Vif-A3F inh -6%, D2 potentiator -1, D1 ag 1, Glioma ERSR ind -6%, LDHA block -13, Vif-APOBEC3G blk 1%, RXFP1 ag -1.2%, D1 PAM 3 and D1 antagonist 8.
For Cc1cccc(NC(=O)COC(=O)c2cccc(S(=O)(=O)N3CCCCCC3)c2)c1 the results were Vif-A3F inh 4%, D2 potentiator 0, D1 ag 10, Glioma ERSR ind 0%, LDHA block 4, Vif-APOBEC3G blk 0%, RXFP1 ag 1.6%, D1 PAM -2 and D1 antagonist -4.
CN(c1ccccc1)S(=O)(=O)c1nnc(NC(=O)COc2ccccc2F)s1 was read as Vif-A3F inh 4%, D2 potentiator -2, D1 ag 5, Glioma ERSR ind -1%, LDHA block -10, Vif-APOBEC3G blk -3%, RXFP1 ag -2.9%, D1 PAM 5 and D1 antagonist -5.
Screening CC(C)C(=O)Nc1nc2ccc(S(C)(=O)=O)cc2s1 returned Vif-A3F inh 12%, D2 potentiator 5, D1 ag 1, Glioma ERSR ind 2%, LDHA block -8, Vif-APOBEC3G blk 3%, RXFP1 ag -0.2%, D1 PAM -3 and D1 antagonist 1.
For COc1ccc(OC)c(NC(=O)CSc2c3c(nc4cc(Cl)ccc24)CCCC3)c1 the results were Vif-A3F inh 0%, D2 potentiator 2, D1 ag 2, Glioma ERSR ind -10%, LDHA block 0, Vif-APOBEC3G blk -14%, RXFP1 ag 10%, D1 PAM -1 and D1 antagonist -2.
C[C@H](NC(=O)c1ccc(C(C)(C)C)cc1)C(=O)N1CCN(C/C=C/c2ccccc2)CC1 was read as Vif-A3F inh -6%, Glioma ERSR ind 0%, LDHA block -1 and Vif-APOBEC3G blk -1%.
CCOCCCn1c(=N)c(C(=O)NCCN2CCOCC2)cc2c(=O)n3cccc(C)c3nc21 was read as Vif-A3F inh 3%, D2 potentiator 1, D1 ag -1, Glioma ERSR ind -6%, LDHA block 1, Vif-APOBEC3G blk 2%, RXFP1 ag 1.2%, D1 PAM 0 and D1 antagonist -4.
Screening COc1ccc([C@H]2C[C@H](n3cc(COC(=O)c4ccccc4)nn3)[C@@H](O)CN2C(=O)c2cccs2)cc1 returned Vif-A3F inh -4%, Glioma ERSR ind -3%, LDHA block -11 and Vif-APOBEC3G blk -4%.
For O=C(CNc1ccccc1N1CCCC1=O)Nc1cc(Cl)ccc1-n1cncn1 the results were Vif-A3F inh 2%, D2 potentiator 11, D1 ag 3, Glioma ERSR ind 1%, LDHA block 1, Vif-APOBEC3G blk 1%, RXFP1 ag 0.5%, D1 PAM 1 and D1 antagonist 15.
`Cc1cc2c(c(=O)o1)C(CCC1CCCCC1)C(C#N)=C(N)O2` (stereo not given) gave Vif-A3F inh inconclusive, D2 potentiator -9, D1 ag 1, Glioma ERSR ind -2%, LDHA block 4, Vif-APOBEC3G blk inconclusive, RXFP1 ag 1.6%, D1 PAM -11 and D1 antagonist 8.
`O=C(COC(=O)C1CCCC1)NCc1ccc(Cl)cc1` gave Vif-A3F inh -1%, D2 potentiator -13, D1 ag 1, Glioma ERSR ind -3%, LDHA block -5, Vif-APOBEC3G blk -7%, RXFP1 ag -1.8%, D1 PAM -2 and D1 antagonist -5.
For CCN(C(=O)c1cc([N+](=O)[O-])ccc1NCc1cccnc1)c1ccccc1 the results were Vif-A3F inh 0%, D2 potentiator -1, D1 ag -1, Glioma ERSR ind -3%, LDHA block -1, Vif-APOBEC3G blk -8%, RXFP1 ag -0.8%, D1 PAM -4 and D1 antagonist -17.
For CCc1nc2cc(Cl)c(Cl)cc2[nH]1 the results were Vif-A3F inh 1%, D2 potentiator 2, D1 ag 15, Glioma ERSR ind -1%, LDHA block 1, Vif-APOBEC3G blk 3%, RXFP1 ag -3.4%, D1 PAM -4 and D1 antagonist 9.
`CCOc1ccc(C(C)NC(=O)C2CCCC2)cc1` (stereo not given) gave Vif-A3F inh 17%, D2 potentiator 5, D1 ag 3, Glioma ERSR ind -2%, LDHA block -3, Vif-APOBEC3G blk 6%, RXFP1 ag 0.4%, D1 PAM 0 and D1 antagonist -8.
CC1(C)CC(N2CCCC2)=CC(=[N+]2CCCCCC2)C1 was read as Vif-A3F inh -1%, D2 potentiator 7, D1 ag -2, Glioma ERSR ind -5%, LDHA block -4, Vif-APOBEC3G blk 10%, RXFP1 ag -0.4%, D1 PAM -5 and D1 antagonist 8.

Ordered by SMILES length (lowest first): 4 of the compounds above
For CCc1nc2cc(Cl)c(Cl)cc2[nH]1 the results were Vif-A3F inh 1%, D2 potentiator 2, D1 ag 15, Glioma ERSR ind -1%, LDHA block 1, Vif-APOBEC3G blk 3%, RXFP1 ag -3.4%, D1 PAM -4 and D1 antagonist 9.
For O=C(CNc1ccccc1N1CCCC1=O)Nc1cc(Cl)ccc1-n1cncn1 the results were Vif-A3F inh 2%, D2 potentiator 11, D1 ag 3, Glioma ERSR ind 1%, LDHA block 1, Vif-APOBEC3G blk 1%, RXFP1 ag 0.5%, D1 PAM 1 and D1 antagonist 15.
For COc1ccc(OC)c(NC(=O)CSc2c3c(nc4cc(Cl)ccc24)CCCC3)c1 the results were Vif-A3F inh 0%, D2 potentiator 2, D1 ag 2, Glioma ERSR ind -10%, LDHA block 0, Vif-APOBEC3G blk -14%, RXFP1 ag 10%, D1 PAM -1 and D1 antagonist -2.
COc1ccc(C(=O)Nn2c(SCC(=O)c3ccccc3)nc3ccccc3c2=O)cc1 was read as Vif-A3F inh -6%, D2 potentiator -1, D1 ag 1, Glioma ERSR ind -6%, LDHA block -13, Vif-APOBEC3G blk 1%, RXFP1 ag -1.2%, D1 PAM 3 and D1 antagonist 8.

Other structures follow.
Screening Cc1cc(C(=O)N2CCN(c3cc(Cl)ccc3C)CC2)c2c(C)nn(-c3ccccc3)c2n1 returned Vif-A3F inh -4%, D2 potentiator 6, D1 ag 3, Glioma ERSR ind -3%, LDHA block 0, Vif-APOBEC3G blk 2%, RXFP1 ag 1.4%, D1 PAM 0 and D1 antagonist 21.
Screening CCN1/C(=C/C(=S)Nc2ccccc2)Sc2ccccc21 returned Vif-A3F inh -1%, D2 potentiator -7, D1 ag 3, Glioma ERSR ind -4%, LDHA block 1, Vif-APOBEC3G blk -8%, RXFP1 ag 2.0%, D1 PAM -15 and D1 antagonist -15.
Screening Cc1cc(C(=O)Nc2ccc3c(c2)OCO3)no1 returned Vif-A3F inh -2%, D2 potentiator 5, D1 ag 3, Glioma ERSR ind -1%, LDHA block 3, Vif-APOBEC3G blk -5%, RXFP1 ag 4.0%, D1 PAM -2 and D1 antagonist -2.
COc1cccc(CNc2ccc(C(=O)O)cc2)c1OCc1ccccc1 was read as Vif-A3F inh -2%, D2 potentiator 7, D1 ag 5, Glioma ERSR ind -5%, LDHA block 0, Vif-APOBEC3G blk 3%, RXFP1 ag -2.3%, D1 PAM 4 and D1 antagonist -2.
For COc1ccc(Nc2oc(-c3ccc(COc4cccc(C)c4)o3)nc2C#N)cc1 the results were Vif-A3F inh 3%, D1 ag 1, Glioma ERSR ind -8%, LDHA block 4, Vif-APOBEC3G blk -7%, RXFP1 ag 1.7%, D1 PAM 0 and D1 antagonist 13.
Screening Cn1c(SCC(=O)N2CCOCC2)nnc1-c1cccc(NC(=O)c2ccccc2F)c1 returned Vif-A3F inh -2%, D2 potentiator -1, D1 ag 6, Glioma ERSR ind -4%&-3%, LDHA block -6&-3, Vif-APOBEC3G blk -1%&-1%, RXFP1 ag 3.9%, D1 PAM -6 and D1 antagonist 5.
O=C(CSc1nnc(COc2ccc(Cl)cc2)o1)N1CCCC1 was read as Vif-A3F inh -7%, D2 potentiator -2, D1 ag 1, Glioma ERSR ind 4%, LDHA block -4, Vif-APOBEC3G blk 1%, RXFP1 ag 0.5%, D1 PAM -2 and D1 antagonist 10.
CCN1CCN(C(=O)C2CCC(=O)N(Cc3cccc(C(F)(F)F)c3)C2)CC1 (stereo not given) was read as Vif-A3F inh 0%, D2 potentiator 11, D1 ag 3, Glioma ERSR ind -4%, LDHA block -8, Vif-APOBEC3G blk 3%, RXFP1 ag 0.4%, D1 PAM 0 and D1 antagonist -2.
`O=C(NCCC(=O)N1CCNC1=O)OCc1ccccc1` gave Vif-A3F inh -1%, D2 potentiator -2, D1 ag 2, Glioma ERSR ind -1%, LDHA block -1, Vif-APOBEC3G blk -4%, RXFP1 ag -1.3%, D1 PAM -2 and D1 antagonist 5.
For CC(NC(=O)c1ccccc1Cl)C(=O)O (stereo not given) the results were Vif-A3F inh -2%, D2 potentiator -3, D1 ag 4, Glioma ERSR ind -1%, LDHA block -11, Vif-APOBEC3G blk 3%, RXFP1 ag 2.3%, D1 PAM -8 and D1 antagonist 5.

Compound activity deposited in PubChem BioAssay by National Center for Advancing Translational Sciences (NCATS).
